Compound activity deposited in PubChem by several laboratories.
Tat transport: blocks Tat-dependent protein export in E. coli. E. coli MC4100 TorA-mCherry Tat export, fluorescence. 0.036% of 340,000 active. AID 488895. inhibition, % at 10 µM;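 active = mean replicate inhibition at least 50% and at least half of replicates individually reaching 50%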;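 also: exported cargo escapes ClpAP degradation while cytoplasmic cargo is degraded and loses fluorescence; 0% = median of neutral control wells and 100% = median of NaSCN control wells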
CDK5 inh: blocks human CDK5/p35 kinase activity; Q00535+Q15078; Recombinant CDK5/p35, ADP-Glo luminescence, 60 min; inhibition, % at 10 µM; 0.01% of 330,000 active; AID 488839;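 active = highest replicate inhibition of at least 50% and at least 75% of replicates reaching 50%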;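 also: plate controls were DMSO neutral control for no effect and GW8510 at 10 µM for full effect; many of its hits are not listed in these tables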
Target sequence (Q00535 whole entry, looked up): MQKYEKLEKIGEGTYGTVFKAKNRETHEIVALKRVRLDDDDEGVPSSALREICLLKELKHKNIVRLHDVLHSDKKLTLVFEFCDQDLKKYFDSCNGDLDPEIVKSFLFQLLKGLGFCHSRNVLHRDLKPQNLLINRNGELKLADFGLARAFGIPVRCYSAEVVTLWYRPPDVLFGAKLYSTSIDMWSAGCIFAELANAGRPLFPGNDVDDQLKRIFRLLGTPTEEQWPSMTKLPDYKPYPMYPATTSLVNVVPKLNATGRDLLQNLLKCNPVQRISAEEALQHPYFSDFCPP
Target sequence (Q15078 whole entry, looked up): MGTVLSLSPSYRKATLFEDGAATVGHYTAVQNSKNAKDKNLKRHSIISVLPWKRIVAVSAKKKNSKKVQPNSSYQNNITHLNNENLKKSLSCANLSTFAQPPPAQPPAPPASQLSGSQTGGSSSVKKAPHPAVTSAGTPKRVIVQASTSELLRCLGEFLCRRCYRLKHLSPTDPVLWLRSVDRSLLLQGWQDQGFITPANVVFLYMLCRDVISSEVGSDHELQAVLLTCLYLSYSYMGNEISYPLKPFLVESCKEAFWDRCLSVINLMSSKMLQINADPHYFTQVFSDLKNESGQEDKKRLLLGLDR
MITF act: increases MITF-driven TRPM1 promoter luciferase signal; SK-MEL-5 TRPM1-promoter luciferase, 24 h; % of positive control, neutral wells = 0; activation, % at 12.5 µM; 0.75% of 300,000 active;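 active = mean activation of at least 80% with every replicate also reaching 80%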;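 also: 0% = neutral control wells and 100% = parthenolide positive control wells; values of inactives mirror those of a sister screen read the other way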
CAL PDZ FP-1: CAL PDZ (human) peptide binding inhibition | 0.92% of 300,000 active | AID 602252 | purified CAL PDZ, TMR-peptide fluorescence polarization, 1 h | inhibition, % at 24.9 µM | Q9HD26;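 active = mean inhibition of at least 30% with at least half of replicates also reaching 30%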;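 also: 0% = DMSO neutral control and 100% = excess unlabeled competitor peptide PRC23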
Rtt109 HAT inh: inhibitors of Candida albicans Rtt109/Vps75 histone acetyltransferase. Q5AAJ8. purified Rtt109/Vps75, ThioGlo CoA-SH fluorescence, 4 h. inhibition, % at 34.9 µM. 0.16% of 330,000 active. AID 540336;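 active = inhibition of at least 50% in every replicate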
V-ATPase pH: alters yeast V-ATPase proton transport; 0.37% of 350,000 active; S. cerevisiae, pHLuorin cytosolic pH fluorescence; response, % at 10 µM; in the data active = response mostly above about 7.3%, no sharp cut-off; inactive = mostly below about 5.4%; also: actives read high; inactives centre near 0; some compounds called inactive have numbers as strong as hits
RTF Ca sens act: increases calcium sensitivity of human cardiac regulated thin filaments | P19429+P45379 | IANBD-labeled TnC RTF fluorescence at EC20 calcium; 0% EC20 calcium, 100% full calcium | activation, % at 7.2 µM | 0.24% of 340,000 active | AID 493008;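 active = activation above the mean over all tested compounds plus 3 SD, cut at about 30% in these data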;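 also: rise in fluorescence read as greater calcium sensitivity of cardiac thin filaments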
CAL PDZ FP-2: blocks peptide binding to human CAL PDZ domain; Q9HD26; AID 504414; purified CAL PDZ, TMR-peptide fluorescence polarization, 1 h; 0.02% of 330,000 active; inhibition, % at 20 µM;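 active = highest replicate inhibition of at least 40%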;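 also: plate controls were DMSO neutral control wells for no effect and unlabeled competitor peptide control wells for full effect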
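Control set: unlabelled peptide and DMSO controls / Material: purified CerCALP PDZ construct / Timing: 1 h incubation at room temperature before polarization reading / Doses: 20 µM, one dose / Detection: fluorescence polarization (mP)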
Wnt act: activators of Wnt/beta-catenin signaling | Wnt/beta-catenin reporter cell assay, activator, plate reader | activation, % at 9.35 µM | 1.2% of 300,000 active | AID 743398; in the data active = activation above about 30%, passing the limit was not always enough;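 also: 0% = neutral control wells and 100% = positive control wells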
dFosB act: activators of mouse delta FosB homodimer; P13346; activation, % at 25 µM; 0.99% of 340,000 active; purified delta FosB, TAMRA-CDK5 oligo fluorescence polarization; percent of positive-control signal above neutral wells;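 active = mean activation above about 17%, with every replicate also reaching it, limit read from the data, passing the limit was not always enough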;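 also: fluorescence polarization rise as delta FosB binds a TAMRA Cdk5 AP-1 oligo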
Target sequence (P13346 whole entry, looked up): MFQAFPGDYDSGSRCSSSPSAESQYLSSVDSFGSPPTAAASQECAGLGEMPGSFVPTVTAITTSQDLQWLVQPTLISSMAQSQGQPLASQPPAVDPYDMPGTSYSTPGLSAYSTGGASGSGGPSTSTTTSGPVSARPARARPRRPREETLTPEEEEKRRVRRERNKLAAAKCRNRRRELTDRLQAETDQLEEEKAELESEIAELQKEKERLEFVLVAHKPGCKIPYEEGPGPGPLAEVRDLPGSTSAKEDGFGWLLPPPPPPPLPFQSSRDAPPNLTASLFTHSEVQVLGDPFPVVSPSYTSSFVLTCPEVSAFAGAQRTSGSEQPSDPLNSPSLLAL
* hit, by the source's call; x = not tested or not shown. Random draw from the library. Share with any hit: about 4.1%.

SMILES	Tat transport	CDK5 inh	MITF act	CAL PDZ FP-1	Rtt109 HAT inh	V-ATPase pH	RTF Ca sens act	CAL PDZ FP-2	Wnt act	dFosB act
N#CC1=C(N)C(C#N)(C#N)C(c2cccnc2)C2CN(C(=O)OCc3ccccc3)CC=C12 (stereo unspecified)	-7	-0.2	-11	-1	2	-3	-2	0.1	x	-1
O=C(COc1coc(CN2CCc3ccccc3C2)cc1=O)Nc1ccc([N+](=O)[O-])cc1	3	-1.3	-9	-2	32	-3	-1	-1.8	1	5
O=C(N/N=C/c1c(O)ccc2ccccc12)c1cccc(C(F)(F)F)c1	-5	-0.4	-71	0	0	-2	24	0.0	x	3
Cc1oc2cc3oc(=O)cc(C)c3cc2c1C	-2	-0.6	71	0	1	-3	2	-0.7	14	-3
Cn1nc(C(=O)OCC(=O)Nc2ccc3ccccc3c2)c2ccccc2c1=O	4	0.3	1	-5	-4	3	1	-0.6	-2	-15
CC(=O)c1ccccc1NC(=O)CSCc1nc2sc(C)c(C)c2c(=O)[nH]1	1	-3.8	-7	-5	3	-2	9	-2.6	0	-15
COc1ccc(C(=O)N2CCC2)cc1S(=O)(=O)NCc1ccc(Cl)cc1	-4	-1.8	-6	-5	-1	-4	-4	-1.1	-3	-1
O=C(c1ccccc1)N1CCN2C(=O)c3ccccc3C12c1ccc(Cl)cc1 (stereo unspecified)	12	1.8	-17	-2	2	0	-2	x	x	-11
O=C(c1ccccc1)N1CCC(O)(c2ccc3c(c2)OCO3)CC1	-2	-0.5	1	0	-1	2	4	x	x	-5
COc1ccc(N2C(=O)CCC2=O)cc1	4	-1.0	1	-6	7	0	0	-1.2	-3	-4
CSc1nnc(-c2cccc(NC(=S)NN)c2)o1	1	-0.6	0	-4	x	0	-5	-3.2	4	-7
O=C(CSc1n[nH]c(=O)[nH]c1=O)Nc1ccc(Br)cc1Br	2	-0.1	3	-8	-7	2	-1	-1.9	3	-2
O=C(Nc1nc(-c2nc3ccccc3s2)cs1)c1ccco1	-19	-0.6	x	-11	2	-3	-1	-0.3	-3	78*
COc1ccc(S(=O)(=O)N2CCSC2c2ccccc2)cc1 (stereo unspecified)	4	0.7	-9	-2	3	3	1	-0.4	x	-6
O=C(c1ccc(OC2CCN(Cc3ccccc3OC(F)F)CC2)cc1)N1CCCC1	-5	-0.8	-3	0	12	2	-2	0.4	1	-9
Cc1ccc(C(=O)NC2CC(C)(C)NC(C)(C)C2)cc1C	-4	0.6	12	-10	-4	-2	-1	-0.6	x	0
Nc1c(C(=O)CSc2nccn2-c2ccc(Cl)cc2)c(=O)[nH]c(=O)n1C1CC1	1	0.1	-3	x	-3	-2	-1	-1.4	-1	-1
C=CC[C@H](CC(=O)NCCO)C(=O)N[C@H](COC(=O)[C@H](CC=C)CC(=O)OC(C)(C)C)c1ccccc1	-9	-1.3	9	1	-2	2	0	0.0	0	-7
COc1ccc(C(=O)NC(C)C2CC3CCC2C3)c(OC)c1 (stereo unspecified)	1	1.4	-9	-5	4	-4	-8	-0.5	-2	-8
CN(CC(=O)Nc1ccc(Cl)c(C(F)(F)F)c1)C(=O)COC(=O)C1CC2CCCC(C1)C2=O (stereo unspecified)	3	0.2	3	-2	3	-2	5	0.2	-2	0
CC(C)CCNC(=S)Nc1ccc(Br)cc1	11	-0.5	38	-5	-1	-4	0	-0.9	3	-4
O=C(NCCCCNC(=O)c1cccnc1)c1cccnc1	18	-2.3	x	0	2	0	0	-1.2	x	0
Cc1nn(C(C)C(=O)NCCN2CCCC2)c(=O)c2c1sc1ccccc12 (stereo unspecified)	-2	-0.1	0	4	-8	-3	0	-1.2	-3	-3
CCCCN(C)C(=O)C1CCN(CCCc2ccccc2)CC1	5	-0.2	14	-8	4	-2	5	x	-6	-2
CCNC(=O)NC(=O)C(C)OC(=O)C1CCN(S(=O)(=O)c2ccc(C)c(C)c2)CC1 (stereo unspecified)	2	-7.5	-7	-2	2	4	10	-2.2	-1	-9
CN(CC(=O)O)c1ccc(C(F)(F)F)cc1[N+](=O)[O-]	6	1.1	-1	7	25	2	2	0.0	1	-9
CCc1ccc(S(=O)(=O)c2n[nH]n3c2nc(=O)c2ccccc23)cc1	-11	-4.0	-7	8	2	0	8	-1.3	-1	-5
c1ccc(CCNc2ccnc3cc4ccccc4cc23)cc1	2	4.1	-101	-2	-98	1	5	0.7	0	3
COC(=O)[C@]1(C)CCC[C@@]2(C)C3CC[C@@]4(C)C[C@]3(CC[C@H]12)C[C@H]4O (stereo partly specified)	9	0.2	-7	-2	3	-1	-2	-1.9	-1	-11
CCOc1cc(C(=O)Nc2ccc(C(=O)NCCN(CC)CC)cc2)ccc1OCC(=O)N1CCOCC1	0	1.4	-3	-5	2	-2	-1	-1.9	-1	-14
Cc1ccc(NC(=O)c2sc(N)nc2-c2ccccc2)cc1C	-2	1.3	-5	-3	-1	0	-1	-3.5	-1	0
CCOC(=O)N1CCN(S(=O)(=O)c2ccc(OCC(=O)OC)cc2)CC1	-3	0.6	6	-3	0	-1	-6	0.1	x	2
CCc1noc(C)c1C(=O)Nc1ccc(Cl)c(S(=O)(=O)N2CCCCC2)c1	-6	0.3	-16	-3	1	1	-4	-3.4	6	-11
Cc1ccc2c(C)c(C(=O)NCCc3ccco3)oc2c1C	7	1.2	3	-1	0	-2	-4	-3.5	-1	-5
Cn1cc(C=O)c(-c2ccc3c(c2)OCCCO3)n1	-3	-0.9	49	-1	-3	-3	3	-1.6	11	2
CCOc1ccc(-c2nnn(CCC#N)n2)cc1OC	-7	-1.9	15	0	-3	-2	-4	-0.4	0	-1
O=C(c1ccc(S(=O)(=O)c2ccccc2)cc1)N1CCc2ccccc2C1	-8	-1.4	-1	18	-1	1	8	-0.1	x	-8
CCOCCn1ccc2c(OCC(=O)NCCc3ccc(OC)c(OC)c3)cccc2c1=O	-6	0.5	2	-4	-1	0	1	-2.5	-3	-5
O=C(COc1ncnc2ccccc12)N1CCN(C(=O)c2ccco2)CC1	-3	-1.3	-6	-2	-3	0	1	-0.4	x	2
O=C(Nc1ccc(Nc2ccccc2)cc1)c1ccc(Br)cc1	-6	0.2	12	7	19	-3	2	-0.7	-2	-2
CCCc1nn(CCc2ccccn2)c(N)c1CC	0	-0.5	x	-2	5	0	1	-1.5	x	6
Cc1oc(-c2cccc(C(F)(F)F)c2)nc1CN1CCC[C@H]1CO	7	-1.2	-1	2	1	-2	2	-0.8	0	-7
CCC(C(=O)NCCc1ccc(S(N)(=O)=O)cc1)c1ccccc1 (stereo unspecified)	-2	3.4	x	x	2	-2	1	-1.1	0	8
CCN(C(=O)COC(=O)c1cccc2ccccc12)c1c(N)n(Cc2ccccc2)c(=O)[nH]c1=O	2	-0.3	11	-8	30	0	-3	-2.3	-3	-6
C/C(=N\N=c1/sc2ccccc2n1C)c1ccccn1	5	-1.5	64	-1	-10	2	3	-1.8	52*	-5

Profiles as entered above:
Listed for `Cc1ccc(NC(=O)c2sc(N)nc2-c2ccccc2)cc1C` = Tat transport = -2; CDK5 inh = 1.3; MITF act = -5; CAL PDZ FP-1 = -3; Rtt109 HAT inh = -1; V-ATPase pH = 0; RTF Ca sens act = -1; CAL PDZ FP-2 = -3.5; Wnt act = -1; dFosB act = 0
Listed for `O=C(COc1ncnc2ccccc12)N1CCN(C(=O)c2ccco2)CC1` = Tat transport = -3; CDK5 inh = -1.3; MITF act = -6; CAL PDZ FP-1 = -2; Rtt109 HAT inh = -3; V-ATPase pH = 0; RTF Ca sens act = 1; CAL PDZ FP-2 = -0.4; Wnt act = x; dFosB act = 2

Additional entries:
SMILES	Tat transport	CDK5 inh	MITF act	CAL PDZ FP-1	Rtt109 HAT inh	V-ATPase pH	RTF Ca sens act	CAL PDZ FP-2	Wnt act	dFosB act
Cc1ccccc1OCCCCn1cnc2ccccc21	-5	0.7	x	-2	7	9	-1	-2.1	x	-9
CC(=O)Cn1c(CN2CC(C)CC(C)C2)nc2c1c(=O)n(C)c(=O)n2C (stereo unspecified)	0	0.2	x	17	-7	1	-9	-1.6	-4	-6
COc1ccc(C(C)=O)cc1CSc1ccc(S(=O)(=O)N2CCCCC2)cn1	10	-0.2	2	2	0	4	-1	0.1	0	-4
COC(=O)CC1c2cc(OC)c(OC)cc2CC(=O)c2cc(OC)c(OC)cc21 (stereo unspecified)	-8	2.1	-5	2	-7	-1	-1	0.4	1	4
CCOc1ccc(OCC)c(S(=O)(=O)N2CCOCC2)c1	2	0.1	1	-4	0	1	3	0.3	-1	-5
CCCn1c(SCC(=O)NCCc2ccc(Cl)cc2Cl)n[nH]c1=O	1	0.3	5	-1	-3	-21	2	-2.5	-2	6
Cc1cc(C)nc(SC2CC(=O)N(c3ccc(Br)cc3)C2=O)n1 (stereo unspecified)	-10	-1.0	13	-2	6	3	0	-2.2	-2	-14
CN(C)CCCNC(=O)C[C@H]1C[C@H](C(=O)N2CCCCC2)[C@@]2(CCc3ccccc3)c3[nH]c4cc(-c5ccco5)ccc4c3CCN2C1=O	16	1.5	-92	1	2	1	-2	0.4	-10	-8
CCOc1ccc(N2C(=O)CC(N3CCN(C(=O)CN4CCCC4)CC3)C2=O)cc1 (stereo unspecified)	6	1.4	-11	-5	-4	2	-2	0.5	-3	0
COC(=O)c1sc(NC(=S)NC(=O)c2cc(OC)c(OC)c(OC)c2)nc1C	-6	0.5	x	-4	6	-1	-4	-0.6	-4	-5
CCN(CC(=O)Nc1ccc2c(c1)OCCO2)CC(=O)Nc1ccc(C)c(S(=O)(=O)N(C)C)c1	-4	-0.3	7	x	10	-3	3	-0.6	1	-9
CC(NC(=O)NNC(N)=S)(C(F)(F)F)C(F)(F)F	-4	-9.4	x	x	-4	3	-1	-0.8	6	3
CCC(CO)Oc1cc(NC(=O)c2cccc3ccccc23)c2ncn(C(C)C)c2c1 (stereo unspecified)	-5	0.7	-5	-2	16	2	-12	-0.1	1	-13
CCC(C)c1ccc(NC(=O)c2cccnc2)cc1 (stereo unspecified)	1	0.6	89*	0	-2	0	-2	-1.2	x	-3
Cc1oc(-c2ccccc2Cl)nc1CN(Cc1ccccn1)C[C@@H]1CCC(=O)N1	-10	1.1	-3	6	7	1	-6	0.1	-5	0
Cn1cccc1C1C(C#N)=C(N)OC2=C1C(=O)CC(C)(C)C2 (stereo unspecified)	-5	1.1	-8	-6	5	0	0	-2.0	0	-8
Cc1ccsc1C(=O)Nc1cc(Cl)ccc1-n1cncn1	1	1.2	-13	-5	-5	-1	0	-2.6	10	-12
COc1ccc(S(=O)(=O)N2CCCCC2)cc1NC(=O)Cn1c(=O)cnc2ccccc21	-8	-1.8	-3	0	20	-2	-2	-2.2	1	-13
Cc1ccc(N2C(=O)N(CC(=O)NC(N)=O)C(=O)C2C)cc1 (stereo unspecified)	2	2.4	3	2	x	5	1	-0.9	13	-7
Cc1ccc(/C=N/NC(=O)CSc2nc3nc(C)cc(C)n3n2)cc1	-2	1.3	-10	-2	0	0	0	-3.5	-2	-11
COc1ccc(C(C(=O)NC2CCCCC2)N(Cc2cccs2)C(=O)Cc2c[nH]c3ccccc23)cc1OC (stereo unspecified)	-15	0.6	-11	0	-11	-4	1	0.7	-3	-9
COc1ccc(CNc2nc3c(c(=O)[nH]c(=O)n3C)n2Cc2ccccc2)cc1	-12	-0.6	x	-5	2	2	-3	-0.7	-2	7
CCn1c(SCC(=O)N/N=C/c2cccs2)nc2ccccc21	2	-0.3	-11	-1	x	1	-5	-2.4	-1	-3
